TDP1 cell CPT – DT40-hTDP1 cell growth loss with CPT; AID 686979; chicken DT40 Tdp1-/-;hTDP1 cells + 20 nM CPT, ATP luminescence, 48 h; Potency, µM (doses to about 46.2 µM), without a hit: top-dose activity change, negative = growth inhibition, usual class: inhibitors; 420,000 compounds, 12% hits; note: nearly all actives have a fitted effect of over 55% in size
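Cell growth measured by CellTiter-Glo luminescence after a minimum 48 h, 37 C compound exposure with 20 nM CPT in Tdp1-knockout DT40 cells stably expressing hTDP1, seeded 400/well; qHTS titration format.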
KAT2A inh – inhibitors of human GCN5L2 histone acetyltransferase | 390,000 compounds, 0.21% hits | Potency, µM (top dose mostly 58.9 µM), for the others: at the highest dose activity change, negative = inhibition, usual class: inhibitors | GCN5L2 HAT assay, ThioGlo1 CoA-SH fluorescence | Q92830
Target sequence (Q92830 whole entry, looked up): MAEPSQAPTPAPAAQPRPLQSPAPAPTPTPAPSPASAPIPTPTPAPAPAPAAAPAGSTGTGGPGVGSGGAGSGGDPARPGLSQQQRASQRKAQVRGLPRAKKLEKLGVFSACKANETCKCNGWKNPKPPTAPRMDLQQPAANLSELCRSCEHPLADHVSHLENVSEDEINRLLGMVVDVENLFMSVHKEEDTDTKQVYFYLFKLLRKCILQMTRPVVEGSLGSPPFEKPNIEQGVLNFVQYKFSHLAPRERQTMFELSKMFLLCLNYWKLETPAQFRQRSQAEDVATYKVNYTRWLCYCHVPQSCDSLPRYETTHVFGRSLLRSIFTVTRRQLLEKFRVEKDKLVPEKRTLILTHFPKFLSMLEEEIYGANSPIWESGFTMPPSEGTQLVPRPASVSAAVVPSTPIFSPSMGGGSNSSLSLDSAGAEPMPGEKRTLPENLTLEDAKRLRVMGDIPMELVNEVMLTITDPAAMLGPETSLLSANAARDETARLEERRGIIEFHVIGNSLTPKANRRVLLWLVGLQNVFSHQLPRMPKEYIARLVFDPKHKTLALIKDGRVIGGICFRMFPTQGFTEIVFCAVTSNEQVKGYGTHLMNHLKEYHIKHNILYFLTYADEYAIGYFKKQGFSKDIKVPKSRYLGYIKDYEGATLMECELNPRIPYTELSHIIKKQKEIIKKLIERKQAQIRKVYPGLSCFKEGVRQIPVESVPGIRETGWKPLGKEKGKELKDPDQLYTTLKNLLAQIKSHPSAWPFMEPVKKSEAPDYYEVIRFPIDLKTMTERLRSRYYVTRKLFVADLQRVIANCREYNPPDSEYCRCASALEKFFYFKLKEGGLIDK
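Free CoA generated was detected with ThioGlo1 (50uM) fluorescence at Ex340nm/Em540nm, read immediately and after 20 min at room temperature. Enzyme, 20 nM in HEPES pH 7.5 buffer, saw compounds 15 min before adding 75uM H3(1-25) peptide and 70uM acetyl-CoA.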
TDP1 cell noCPT – qHTS for Inhibitors of human tyrosyl-DNA phosphodiesterase 1 (TDP1): qHTS in cells in absence of CPT. 420,000 compounds, 15% hits. DT40 Tdp1-/- hTDP1 cells, no CPT, ATP luminescence, 48 h. Potency, µM (series often up to 46.2 µM), for inactives: top-dose activity change, negative = growth inhibition, usual class: inhibitors; note: nearly all actives have a fitted effect of over 55% in size
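Growth of hTDP1-complemented DT40 Tdp1-knockout cells is measured by ATP luminescence after at least 48 hr compound exposure at 37 °C, with DMSO substituting for the 20 nM CPT used in the parallel screen.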
The depositor's hits bear a star; ? = inconclusive; / = not tested or not shown; & = joins results of further samples; [ ] = remark or other dose. Calls come from the whole dose curve; as a rule, active = well fitted curve in the direction sought with a large enough effect; inconclusive = small, poorly fitted or top-dose-only effect, or another doubt; inactive = no such curve, though single readings can be large; an effect the other way counts as inactive or inconclusive. % is set by controls: 0 for no effect and ±100 for the full control effect; potency is the fitted concentration of half-maximal effect. Rows were taken by chance; any-hit rate near 18%.

SMILES	TDP1 cell CPT	KAT2A inh	TDP1 cell noCPT
CCOC(=O)C1(Cc2cccc(OC)c2)CCCN(Cc2cc(C(C)C)n[nH]2)C1 (configuration not stated)	-23%	-6%	?
CCCn1c(N)c(N(CCOC)C(=O)c2ccc(-c3ccc(Cl)cc3)o2)c(=O)[nH]c1=O	-2%	-6%	-5%
CCCCOc1c(Cl)cc(CNC(C)(C)CO)cc1OCC	?	1%	-24%
COc1cc(/C(C)=N/NC(=O)c2nnn(-c3nonc3N)c2-c2cccs2)ccc1O	?	-3%	?
COc1ccc(-c2cc(C(F)(F)F)n3nc(C)c(-c4ccccc4)c3n2)cc1OC	-13%	0%	-25%
CC(=O)Nc1nnc(SCC(=O)N2CCCc3ccccc32)s1	1%	-8%	0%
COC(=O)C1(C)CCc2c(ccc3ccccc23)C1=O (configuration not stated)	-21%	/	-25%
CC(=O)NCCNC(=O)c1cnn(-c2nccc(-c3cc(C)sc3C)n2)c1C	?	/	-7%
CC1=C(C(=O)N2CCOCC2)CC(CC(=O)NC2CCCCC2)C(=O)N1Cc1ccc(F)cc1 (configuration not stated)	-6%	/	-6%
C/C(CC(=O)NCc1ccc(Cl)cc1)=N\NC(=O)c1ccccc1F	24%	-3%	8%
NC(=O)CCN1CCN(Cc2cn[nH]c2-c2cccc3ccccc23)CC1	14%	0%	-14%
O=C(Nc1ccccc1F)c1cnccn1	17%	0%	20%

Some entries already given, showing only TDP1 cell noCPT and TDP1 cell CPT:
smiles	TDP1 cell noCPT	TDP1 cell CPT
COc1cc(/C(C)=N/NC(=O)c2nnn(-c3nonc3N)c2-c2cccs2)ccc1O	?	?
COc1ccc(-c2cc(C(F)(F)F)n3nc(C)c(-c4ccccc4)c3n2)cc1OC	-25%	-13%

Next structures
SMILES	TDP1 cell CPT	KAT2A inh	TDP1 cell noCPT
CN(C(=O)CSc1nnc(-c2ccccc2F)n1N)C1CCCCC1	-8%	-2%	5%
CC1CC(=O)Nc2ccccc2N1S(=O)(=O)c1cccs1 (configuration not stated)	-6%	5%	-3%
Cc1c(C(=O)OCC(=O)N2CCCCC2C)oc2ccccc12 (configuration not stated)	-17%	-4%	7%
O=C(c1ccc(Cl)s1)N(Cc1nnc(-c2ccccc2Cl)o1)C1CC1	?	-4%	?
CC(=O)N(Cc1cc(=O)[nH]c2ccccc12)c1ccccc1C	-1%	1%	-2%
CCC(C)(CC(=O)O)CC(=O)Nc1cc(C(F)(F)F)cc(C(F)(F)F)c1 (configuration not stated)	8%	4%	-21%
CN1CCN(CCC(=O)Nc2cccc(Br)c2)CC1	4%	-18%	-10%
S=C(NCC1CCCO1)Nc1ccc(Nc2ccccc2)cc1 (configuration not stated)	?	-6%	?
CCOc1ccccc1CN1CCN(Cc2[nH]c3ccccc3c2C)CC1CCO (configuration not stated)	?	-3%	15µM*
O=C(N/N=C/c1cccc(OC(=O)N2CCOCC2)c1)c1cccs1	-22%	25%	?
CCCc1nn(-c2ccccc2)c2c1C(c1cccs1)C(C#N)=C(N)O2 (configuration not stated)	-5%	-9%	-1%
CCOC(=O)c1c(C)[nH]c(C)c1C(=O)COc1ncnc2ccccc12	?	-2%	?

6 of these compounds, set out differently.
| SMILES | TDP1 cell CPT | KAT2A inh | TDP1 cell noCPT |
| --- | --- | --- | --- |
| O=C(c1ccc(Cl)s1)N(Cc1nnc(-c2ccccc2Cl)o1)C1CC1 | ? | -4% | ? |
| CC(=O)N(Cc1cc(=O)[nH]c2ccccc12)c1ccccc1C | -1% | 1% | -2% |
| CCC(C)(CC(=O)O)CC(=O)Nc1cc(C(F)(F)F)cc(C(F)(F)F)c1 (configuration not stated) | 8% | 4% | -21% |
| CN1CCN(CCC(=O)Nc2cccc(Br)c2)CC1 | 4% | -18% | -10% |
| S=C(NCC1CCCO1)Nc1ccc(Nc2ccccc2)cc1 (configuration not stated) | ? | -6% | ? |
| CCOc1ccccc1CN1CCN(Cc2[nH]c3ccccc3c2C)CC1CCO (configuration not stated) | ? | -3% | 15µM* |

Additional results:
SMILES	TDP1 cell CPT	KAT2A inh	TDP1 cell noCPT
CCOCCn1c(CN2CCN(C(c3ccccc3)c3ccccc3)CC2)nc2c1c(=O)n(C)c(=O)n2C	-12%	1%	?
Cc1ccc(Cl)cc1NC(=S)N(CCN(C)C)Cc1cccs1	-28%	-7%	?
COc1ccc(Cc2c(O)nc(SCC(=O)NC34CC5CC(CC(C5)C3)C4)[nH]c2=O)cc1	-1%&13%	-3%&-2%	15%&1%
O=C1CC(c2ccc(Cl)cc2)n2nc(NS(=O)(=O)c3ccc(F)cc3)nc2N1 (configuration not stated)	-4%	3%	17%
CC(C)(C)C(=O)Nc1cccc(-c2nc3ccccc3[nH]2)c1	?	8%	?
O=C(NN=Cc1cc([N+](=O)[O-])ccc1O)c1cccc2ccccc12	7.3µM*	/	7.3µM*
Cc1c(-c2nc(-c3ccc(C(F)(F)F)cc3)no2)n(C)oc1=O	-4%	0%	?
CC1=C(C(=O)NC2CC(C)(C)Cc3c2cnn3-c2cccc(F)c2)OCCO1 (configuration not stated)	?	-3%	?
Cc1ccc(NC(=O)c2nn(C)c3c2CS(=O)(=O)c2ccccc2-3)c(Cl)c1	4%	-8%	-29%
O=C(COc1ccc(Cl)cc1)N1CCCCC1	3%	-7%	-12%
CC1=C(C(=O)Nc2ccc(F)cc2F)C2(CCCCCC2)OC1=O	-13%	-14%	-20%
COc1ccc(C(=O)Cc2cc3ccccc3oc2=O)cc1	2%	2%	-2%
Cc1ccc(NC(=O)CN(C)CC(=O)Nc2ccc(N3CCOCC3)cc2)c(C)c1	12%	-4%	-13%
COCCn1cc(C(=S)N2CCOCC2)c2ccccc21	-28%	-2%[0.501 µM]	5%
COc1ccc(CN2CCOCCOCCN(Cc3ccc(OC)cc3)CCOCCOCC2)cc1	?	-1%	29µM*
COc1ccc(OC)c(NC(=O)c2ccc(-c3nc(COc4ccccc4)c(C)o3)cc2)c1	?	-5%	13µM*
O=C(NCCc1ccncc1)C(F)(F)F	-1%	-6%	-2%
COc1cc(C2(C)SCCCS2)cc(OC)c1OC	?	/	?
C/C(=N\Nc1nc(C)cc(-c2ccccc2)n1)c1ccc(O)cc1	7.3µM*	-11%	4.6µM*
O=C(CCCOc1ccccc1)Nc1ccncc1	?	0%	-16%
O=C(CCS(=O)(=O)c1cccc2nonc12)N1CCN(c2ccc(F)cc2)CC1	-11%	-20%	-19%
O=C(O)/C(=C\c1c(C(=O)O)[nH]c2cc(Cl)cc(Cl)c12)c1ccccc1	-20%	-6%	-18%
N/C(=N\OC(=O)CSc1ccccc1)c1ccc([N+](=O)[O-])cc1	?	-7%	-23%
COc1ccc(OC)c(CCNC(=O)c2nn(C)c3c2CSc2ccccc2-3)c1	?	-4%	?

Some of these compounds in order of length of the SMILES, lowest first:
SMILES	TDP1 cell CPT	KAT2A inh	TDP1 cell noCPT
COc1ccc(OC)c(CCNC(=O)c2nn(C)c3c2CSc2ccccc2-3)c1	?	-4%	?
COc1ccc(CN2CCOCCOCCN(Cc3ccc(OC)cc3)CCOCCOCC2)cc1	?	-1%	29µM*
Cc1ccc(NC(=O)CN(C)CC(=O)Nc2ccc(N3CCOCC3)cc2)c(C)c1	12%	-4%	-13%

The list continues.
SMILES	TDP1 cell CPT	KAT2A inh	TDP1 cell noCPT
CN1C(=O)C(O)(CC(=O)/C=C\c2ccc3c(c2)OCO3)c2ccccc21 (configuration not stated)	?	3%	?
COc1ccc(C(O)c2nc(-c3ccc(Cl)cc3)cs2)cc1 (configuration not stated)	-61%	/	?
Cc1cc(C)nc(N/N=C/c2ccco2)n1	-3%	-5%	-17%
C(=N\N1CCN(c2ccccn2)CC1)/c1ccco1	3%	2%	-25%
CCc1ccc(S(=O)(=O)N(C(=O)c2ccncc2)c2ccc(OC(=O)c3ccncc3)cc2)cc1	?	-10%	?
Cc1ccc(NC(=O)CCNC(=O)c2ccc(Br)cc2)nc1	1%	-4%	11%
CC(c1ccccc1)N1CCn2c(nc3cc(NC(=O)NC4CCCCC4)ccc32)C1 (configuration not stated)	22µM*	-28%	22µM*
Cc1ccc(S(N)(=O)=O)cc1NC(=O)/C=C/c1ccc2c(c1)OCO2	6%	-15%	-10%
Cc1cc(SCc2ccc([N+](=O)[O-])cc2)nc(=O)[nH]1	6%	?	-21%
Cc1cc(C)c(S(=O)(=O)Nc2cccc(C(F)(F)F)c2)c(C)c1	?	-21%	?
COc1ccc(N(C(=O)COc2cccc(C)c2)S(=O)(=O)c2ccc(C)cc2)cc1	18µM*	-6%	-28%
COc1cccc(C(=O)COC(=O)COc2c(C)cc(C)cc2C)c1	-6%	-11%	2%
Nc1nc(SCC(=O)c2cc3ccccc3o2)n[nH]1	-1%	2%	-9%
CCn1c2ccccc2c2cc(/C=N/n3cn[nH]c3=S)ccc21	?	-20%	?
N=c1ccn(Cc2ccc([N+](=O)[O-])cc2)cc1	4%	-3%	0%
CC12CCC(C(=NO)C1=NO)C2(C)C (configuration not stated)	2%	/	-13%
O=C(NCc1cccc(Br)c1)c1cccn1-c1nnc(N2CCCCC2)s1	?	-4%	15µM*
COc1ccc(Cl)cc1NC(=O)CN1CCN(S(=O)(=O)N2CCOCC2)CC1	7%	-5%	?
O=C1c2cccc3cccc(c23)C(=O)N1CCN1CCN(C(=S)Nc2ccc(Cl)cc2)CC1	?	37%[activator]	?
CC(C)(O)C#Cc1ccc(CN2CCN(C3CCCCC3)C(CCO)C2)s1 (configuration not stated)	-24%	0%	-18%
CCN(CC)CCn1nc(C)nc1-c1ccccc1O	-7%	-1%	-8%
CCc1ccc(Nc2nn3c(=O)c4cc5c(cc4nc3s2)OCO5)cc1	-2%	1%	-10%
Cc1nc2c(C)cccc2cc1C(=O)N/N=C/c1ccc(O)cc1	29µM*	-8%	?
COc1cc(NC(=O)CC(c2cccs2)N2Cc3ccccc3C2=O)cc(OC)c1OC (configuration not stated)	23µM*	-2%	23µM*
O=C(CCc1nc(-c2ccccc2)no1)NCCc1ccccc1	-28%	-2%	-9%
CCCCC(=O)N(C)c1c(C)nc2ccc(C(=O)N3CCCCC3)cn12	10%	/	3%
O=C(N/N=C/c1ccc(O)c(O)c1)C1CC1	-18%	/	-7%
O=c1cnnc(Nc2ccc(Nc3ccccc3)cc2)[nH]1	-14%	-3%	?
OCCC1CN(Cc2ccc3cccc(F)c3n2)CCN1Cc1ccccc1 (configuration not stated)	-7%	-4%	0%
O=C(N/N=C/c1ccc2c(c1)OCO2)c1ccc(COc2cccc3cccnc23)cc1	?	2%	26µM*
CSCC[C@H](NC(=O)N1CCn2c1nc1ccccc12)C(=O)NCc1ccccc1	-12%	-6%	5%
O=C(CN(Cc1ccccc1)C(=O)c1cc2c(s1)CCC2)NCc1cccs1	-24%	-14%	?
O=C(NCCc1ccccc1)c1ccc2c(c1)OCO2	-19%	-5%	?
COc1ccc(NC(=O)CSc2nc(N)c(NC(=O)c3cccs3)c(=O)[nH]2)cc1	?	-4%	16%
COc1ccc(NC(=O)CCCN2C(=O)COc3ccc(C)cc32)cc1OC	?	-1%	?
COc1ccc(C2(C)NC(=O)N(CC(=O)Nc3c(C)n(C)n(-c4ccccc4)c3=O)C2=O)cc1 (configuration not stated)	15%	0%	4%
O=S(=O)(NCCN1CCOCC1)c1ccc(Oc2ccccc2Cl)cc1	?	-3%	?
CC(=O)c1ccc(NC(=O)c2nn(C)c3c2CS(=O)(=O)c2ccccc2-3)cc1	-18%	-2%	-12%
Nc1c(C(=O)Nc2ccc(Br)cc2)sc2nc(-c3ccco3)ccc12	?	-23%	15µM*
Cc1cc(C)cc(NC(=S)N2CCN(S(C)(=O)=O)CC2)c1	10%	-18%	2%
COc1ccc(Nc2oc(/C=C/c3cccc(OC)c3)nc2C#N)cc1	18µM*	-9%	?
O=C(NN=C1CCN(Cc2ccccc2)CC1)c1cc2ccccc2cc1O	4%	-14%	-3%
COc1cccc(NC(=O)C2(C)CCN2Cc2ccc(SC)cc2)c1 (configuration not stated)	?	/	?
Cn1cccc1CNCC(O)c1ccccc1 (configuration not stated)	3%	-3%	10%
O=S(=O)(/N=C(\Sc1ccccc1)c1ccccc1)c1ccc(Cl)cc1	13µM*	4%	11µM*
CS(=O)(=O)c1ccc(Cl)c(NC(=O)Cc2ccsc2)c1	4%	-1%	1%
COCCC(=O)N1CCC(Oc2ccc(C(=O)N3C[C@@H]4CCC[C@H]3C4)cc2)CC1	0%	0%	6%
CC(=O)N1CCc2c(sc3c2c(=O)n(-c2cccc(Cl)c2)c(=O)n3Cc2ccc(F)cc2Cl)C1	?	-7%	?
CCOC(=S)SCC(=O)Nc1nc(-c2ccccc2)cs1	2.9µM*	-5%	2.6µM*
COc1ccc(-c2cc(CNS(=O)(=O)c3cc(OC)ccc3OC)on2)cc1	0%	-4%	2%
Cc1cccc(OCC(=O)O/N=C(\N)Cc2cccs2)c1	1%	-1%	0%
CC(C)(C)c1cc(NS(=O)(=O)c2cccs2)no1	6%	-1%	7%
